# TRPC4 PAM: allosterically enhances the mouse TRPC4 cation channel; Q9QUQ5; HEK293 TRPC4beta/mu-opioid, DAMGO EC20, Fluo-4 Ca2+ flux; stronger effect = higher value; B-score at 10 µM; actives 0.42% (n = 310,000); AID 2227;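 active = B-score of calcium response area above 5 SD of library B-scores, with initial fluorescence ratio within 5 SD of library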;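 note: B-score of integrated fluorescence ratio over time as area under calcium response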
# TRPC4 block: TRPC4 (mouse) channel inhibition; Q9QUQ5; HEK293 TRPC4beta/mu-opioid, DAMGO-evoked Fluo4 calcium flux; stronger effect = lower value; B-score at 10 µM; actives 0.39% (n = 300,000); AID 2247;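 active = B-score over 3 SD under the library average, no early fluorescence shift, positive overall ratio signal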
#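 Assay system: HEK293 cells with stable TRPC4beta plus mu-opioid receptor expression; Probe or stimulus: DAMGO in two steps, submaximal then maximal; Dosing: single-point compound dosing; Measured by: Fluo4 calcium-dye fluorescence, kinetic read; Read-out basis: B score from integrated Fluo4 fluorescence ratio.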
# HIF activator: HIF pathway transcriptional activation; AID 1910; activation, % at 7.5 µM (by protocol); U2OS HRE-luciferase reporter, luminescence; normalized: DMSO 0%, desferrioxamine 100%; actives 0.32% (n = 300,000);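 active = mean activation of at least 10% of the iron chelator positive control signal, with at least half of replicates also reaching 10%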
# TRPC4 agonist: TRPC4 (mouse) channel activation | Q9QUQ5 | HEK293 TRPC4beta/mu-opioid, Fluo4 calcium fluorescence; stronger effect = higher value | B-score at 10 µM | actives 0.49% (n = 310,000);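 active = B-score above 5 SD of library B-scores, and initial fluorescence ratio not above library mean plus 5 SD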;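 note: positive B-score marks a calcium rise read as TRPC4 activation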
#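 Incubation: 45 min room-temperature Fluo4 loading, 110 s read / System: HEK293 cells stably co-expressing mouse TRPC4beta and mu-opioid receptor / Signal: Fluo4 fluorescence, kinetic / Control set: buffer (low) and maximal DAMGO (high) / Measure: integrated baseline-normalised fluorescence ratio, converted to per-well B score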
# SKKanGAS inh: blocks kanamycin growth of S. pyogenes SKKanGAS strain. BacTiter-Glo, 6 h. inhibition, % at 7.5 µM. actives 1.3% (n = 300,000). AID 1662;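 active = mean replicate score, as percent of positive control median, at least 50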;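 note: strain carries kanamycin resistance gene driven by streptokinase promoter and grows in 40 µg/ml kanamycin; loss of luminescence reflects streptokinase promoter inhibition or plain growth inhibition; 0% = median of DMSO wells and 100% = positive control at its reference dose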
# IEC-6 tox: counter-screen for KLF5 inhibitors: cytotoxicity in IEC-6 cells; AID 1825; IEC-6 cytotoxicity, luminescence viability; actives 0.78% (n = 290,000); inhibition, % at 5 µM; in the data active = inhibition above about 22%;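 note: 0% = plate median of test compound wells and 100% = cytotoxic reference compound wells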
# KLF5 inhibitor: suppresses KLF5 promoter-driven expression; DLD-1 KLF5 promoter-luciferase reporter, luminescence; inhibition, % at 5 µM; actives 0.23% (n = 290,000); AID 1700;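 active = inhibition above a per-plate limit of that plate's mean compound inhibition plus 3 SD, cut at about 60% in these data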;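 note: 0% = DMSO wells and 100% = LY294002 at 200 µM; higher means less KLF5 promoter-driven luciferase light; inactives centre near -14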
# aSyn UTR inh: 5' untranslated region of α-synuclein, MLPCN primary screen | alpha-synuclein 5'UTR reporter, inhibitor activity | AID 1813 | actives 0.82% (n = 300,000) | inhibition, % (tested at 7.5 µM); in the data active = inhibition above about 60%;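 note: H4 neuroglioblastoma cells stably carrying SNCA 5'UTR luciferase fusion; 0% = DMSO wells and 100% = positive control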
# TRPC6 activator: mouse TRPC6 channel activation | HEK293-TRPC6 membrane potential dye fluorescence; stronger effect = higher value | B-score at 10 µM | actives 0.13% (n = 310,000) | AID 2550;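 active = B-score of the integrated fluorescence ratio above library mean plus 3 SD, and starting fluorescence ratio within library mean plus 5 SD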;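 note: higher score means more depolarization so channel activation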
# Target sequence (Q61143 whole entry, looked up): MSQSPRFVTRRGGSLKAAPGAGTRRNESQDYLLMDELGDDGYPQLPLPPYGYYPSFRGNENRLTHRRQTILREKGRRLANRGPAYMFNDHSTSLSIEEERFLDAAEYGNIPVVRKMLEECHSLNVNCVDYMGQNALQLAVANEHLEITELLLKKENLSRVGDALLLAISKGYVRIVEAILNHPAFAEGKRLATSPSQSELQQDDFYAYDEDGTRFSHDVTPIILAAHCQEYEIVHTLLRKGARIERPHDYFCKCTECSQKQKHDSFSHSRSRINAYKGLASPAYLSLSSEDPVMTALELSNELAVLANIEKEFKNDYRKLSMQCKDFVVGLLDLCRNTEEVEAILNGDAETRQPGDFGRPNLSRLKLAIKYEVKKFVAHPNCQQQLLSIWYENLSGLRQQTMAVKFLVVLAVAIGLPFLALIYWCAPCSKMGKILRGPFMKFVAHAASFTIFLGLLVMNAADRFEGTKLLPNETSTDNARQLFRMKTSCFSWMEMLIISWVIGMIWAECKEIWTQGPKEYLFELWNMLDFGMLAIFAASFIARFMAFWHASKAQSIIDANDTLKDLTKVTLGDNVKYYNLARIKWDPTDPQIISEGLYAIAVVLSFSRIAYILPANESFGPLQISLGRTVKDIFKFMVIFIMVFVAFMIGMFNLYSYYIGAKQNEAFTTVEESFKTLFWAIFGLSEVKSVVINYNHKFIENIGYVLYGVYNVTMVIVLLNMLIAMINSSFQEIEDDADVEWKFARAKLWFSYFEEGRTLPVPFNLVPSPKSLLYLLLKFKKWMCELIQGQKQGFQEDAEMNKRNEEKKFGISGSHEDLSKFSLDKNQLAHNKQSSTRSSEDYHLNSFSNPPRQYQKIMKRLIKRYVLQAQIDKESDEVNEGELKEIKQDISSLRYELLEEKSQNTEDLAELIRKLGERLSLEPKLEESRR
# MrgX1 antag: antagonists of human MrgX1 receptor | actives 1.3% (n = 310,000) | Q96LB2 | MRGX1-HEK293 calcium flux, Fluo-4, BAM8-22 antagonism; stronger effect = lower value | B-score at 10 µM | AID 588676;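 active = calcium-response B-score plate-corrected more than 3 library SD below zero, starting fluorescence within 5 deviations, no agonist response on first addition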;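 note: peak minus trough fluorescence over baseline after final BAM8-22 challenge near maximal dose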
# TRPC6 inh: blocks the mouse TRPC6 cation channel; Q61143; HEK293-TRPC6, membrane potential dye, ACh-evoked depolarization; stronger effect = lower value; B-score at 10 µM; actives 1.1% (n = 310,000); AID 2553;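 active = B-score under library mean minus 3 SD, initial fluorescence not abnormally high, positive integrated signal ratio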;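 note: B-score derived from integrated fluorescence ratio over the kinetic read; more negative B-score means stronger inhibition of depolarization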
# Active calls of the source: *; i = inactive; nt = not tested or not shown. Compounds were not picked by outcome; about 5.8% have a hit in one of these screens.
SMILES,TRPC4 PAM,TRPC4 block,HIF activator,TRPC4 agonist,SKKanGAS inh,IEC-6 tox,KLF5 inhibitor,aSyn UTR inh,TRPC6 activator,MrgX1 antag,TRPC6 inh
CSCc1cc(N2CCOCC2)nc(SCc2ccc(Cl)c(Cl)c2)n1,i,i,-0.4,i,4,-4,8,32,i,i,i
Oc1c(C(c2ccccn2)N2CCOCC2)ccc2cccnc12 (stereo not drawn),i,i,2.2,i,-3,0,20,1,i,i,i
CC(CCc1ccccc1)NC(=O)c1ccc(NC(=O)c2ccc(Cl)cc2Cl)cc1 (stereo not drawn),i,i,-0.3,i,9,-4,2,-6,i,i,i
Cc1ccc2cc(/C=N/NC(=O)c3ccc(F)cc3)c(Cl)nc2c1,i,i,-0.4,i,0,0,-16,12,i,i,i
COCCNC(=O)c1ccccc1N(Cc1ccccc1)S(=O)(=O)c1ccccc1,i,i,-0.4,i,-7,nt,nt,0,i,i,i
COc1cccc2c(=O)ccoc12,i,i,0.2,i,-1,-2,-37,14,i,i,i
Cc1ccc2c(c1)sc(C)[n+]2CCCS(=O)(=O)[O-],i,i,-0.8,i,3,5,1,-2,i,i,i
O=C(Nc1ccc(Oc2c(F)c(F)c(F)c(F)c2F)cc1)OC1CCN2Cc3ccccc3N=C12 (stereo not drawn),i,i,-4.2,i,0,0,-11,104*,i,i,i
COCCN(C(=O)C(=O)NC1CCCC1)C(C(=O)NC1CCCC1)c1ccccc1F (stereo not drawn),i,i,-0.5,i,-16,-3,-3,21,i,i,i
O=C(Nc1sc2c(c1C(=O)NCC(O)CO)CCCC2)c1ccccc1 (stereo not drawn),i,i,-0.8,i,-7,nt,nt,-9,i,i,i
O=C(CNC(=O)c1cccc(F)c1)OCc1cc(=O)n2cc(Br)ccc2n1,i,i,0.4,i,0,-4,-21,-7,i,i,i
CCOC(=O)N1CCN(C(=O)COc2ccc3c(c2)C(=O)CC2(CCN(C(C)=O)CC2)O3)CC1,i,i,0.0,i,2,-5,-14,-23,i,i,i
Cc1cc(=O)oc2cc(OCC(=O)OCC(=O)Nc3ccccc3C(C)C)ccc12,i,i,0.1,i,3,2,-9,-7,i,i,i
N#CCC(=O)N/N=C/c1ccc(OCC(=O)Nc2ccc(F)cc2)cc1,i,i,-0.3,i,1,-2,-23,-21,i,i,i
Cc1nc(SCC(=O)Nc2nc3ccccc3s2)c(C#N)c(C)c1C,i,i,-3.9,i,14,5,96*,100*,i,i,i
O=C(COC(=O)CCOc1ccccc1)NCCc1ccccc1,i,i,-0.3,i,5,nt,nt,9,i,i,i
OCCCn1c(-c2ccccc2)n[nH]c1=S,i,i,1.5,i,-2,4,8,-54,i,i,i
CC(C)COP(=O)(c1ccc(N(C)C)cc1)C(O)c1ccccc1 (stereo not drawn),i,i,0.2,i,0,4,-12,-13,i,i,i
COc1ccc(C2C(C#N)=C(N)Oc3cc(C)n(Cc4ccncc4)c(=O)c32)cc1 (stereo not drawn),i,i,-0.2,i,0,2,-25,30,i,i,i
COc1cccc(-c2nc(-c3ccccc3)nc(N3CCN(C)CC3)c2C#N)c1,i,i,3.9,i,7,-1,-36,-3,i,i,i
COc1ccccc1N1CCN(S(=O)(=O)c2cc(Br)cnc2N)CC1,i,i,-0.1,i,4,0,-12,27,i,i,i
OC1CCCN(CC(O)COc2ccc(-c3ccccc3)cc2)C1 (stereo not drawn),i,i,2.5,i,1,21,-18,-74,i,i,i
O=C(NCCCNC(=O)c1ccccn1)c1ccccn1,i,i,-0.2,i,8,-1,11,2,i,i,i
O=C1N/C(=N/S(=O)(=O)Cc2ccccc2)S/C1=C/c1ccc2c(c1)OCO2,i,i,-0.6,i,8,1,-18,-4,i,i,i
CCOCCCNC(=S)Nc1ccc2nc(N3CCCC3)cc(C)c2c1,i,i,1.3,i,22,8,7,-41,i,i,-5.6*
O=C(Nc1ccccc1[N+](=O)[O-])c1cc(S(=O)(=O)Nc2ccccn2)ccc1Cl,i,i,-0.1,i,-5,-2,-14,6,i,i,i
CC(C)Oc1cccc(C2NC(=O)c3ccccc3O2)c1 (stereo not drawn),i,i,1.3,i,-2,2,-37,-3,i,i,i
Cc1ccc(C2c3[nH]c4ccccc4c3C[C@H]3C(=O)N(c4ccccc4C(=O)N4CCC[C@H]4C(=O)O)C(=O)N23)cc1 (stereo partly drawn),i,i,0.5,i,3,-1,-11,1,i,i,i
C/C(=N/NC(=O)c1cc(-c2cccc([N+](=O)[O-])c2)n[nH]1)c1cccc(O)c1,i,i,-0.2,i,15,4,-38,-8,i,i,i
O=C(O)C(CO)(c1ccccc1)c1ccccc1,i,nt,-0.5,i,4,-1,-27,14,i,i,i
C[C@@H]1NC(=O)N(c2ccc(F)cc2)C1=O,i,i,0.7,i,-1,2,-24,-7,i,i,i
Cc1nnc(NC(=O)CSc2nnc(Cc3cccn3C)n2CCc2ccccc2)s1,i,i,0.2,i,4,1,16,-7,i,i,i
OCCOCCn1c(C2CCCN2c2nc(-c3ccc(F)cc3)cs2)nc2cc(C(F)(F)F)ccc21 (stereo not drawn),i,i,-0.4,i,24,nt,nt,-48,i,i,i
CS(=O)CCC(NS(=O)(=O)c1ccccc1)C(=O)O (stereo not drawn),i,i,-0.5,i,12,2,-16,-7,i,i,i
Brc1cccc(C=Nc2cccc3ncccc23)c1,i,i,1.0,i,4,nt,nt,0,i,i,i
O=C1Nc2ccccc2OC1CC(=O)N1CCN(c2cccc(C(F)(F)F)c2)CC1 (stereo not drawn),i,i,-0.7,i,5,-1,-12,15,i,i,-9.7*
CSc1ncc(Cl)c(C(=O)Nc2cccnc2)n1,i,i,-2.9,i,4,-2,-16,-5,i,i,i
O=C(CSc1nc(C(F)(F)F)cc(=O)[nH]1)N1CCC(Cc2ccccc2)CC1,i,i,0.4,i,7,nt,nt,-2,i,i,i
Cc1csc(NC(=O)Cc2coc3cc(C)c(C(C)C)cc23)n1,i,i,-0.2,i,23,-1,22,26,i,i,i
Cc1cc(=O)oc2c(C)c(OCC(=O)N3CCN(c4cccc(Cl)c4)CC3)ccc12,i,i,-0.7,i,28,-2,-15,10,i,i,i
O=C(Cc1ccc(-c2ccccc2)cc1)NNC(=S)NCc1ccco1,i,i,3.5,i,-10,-6,-26,-11,i,i,i
COc1ccc(S(=O)(=O)N2CCN(c3cccc(C)c3C)CC2)cc1,i,i,-0.5,i,-1,-2,4,-22,i,i,i
CCCCn1c(N)c(N(CCOC)C(=O)C(C)Oc2ccc(Cl)cc2)c(=O)[nH]c1=O (stereo not drawn),i,i,0.1,i,15,nt,nt,4,i,i,i
O=C(Nc1sc2c(c1C(=O)O)CCC2)c1ccccc1Cl,i,i,-22,i,13,0,-6,21,i,i,i
Cc1cc(=O)[nH]c(SCC(=O)Nc2cccc(C(F)(F)F)c2)n1,i,i,-0.4,i,4,2,-11,12,i,i,i
O=C(NCc1ccco1)c1ccc2c(c1)S(=O)(=O)c1ccccc1C2=O,i,i,1.4,i,1,nt,nt,7,i,i,i
O=C(O)CC(C(=O)Nc1cccc(C(F)(F)F)c1)C1CCCO1 (stereo not drawn),i,i,-0.3,i,-2,-4,-42,-18,i,i,i
CCOC(=O)c1sc(=S)n(-c2ccccc2)c1N,i,i,0.1,i,-4,-5,2,3,i,i,i
CCNC(=O)COC(=O)c1cc(-c2ccco2)nc2ccccc12,i,i,-0.2,i,-7,-16,10,13,i,i,i
O=C(NCc1ccc(Cl)cc1)c1ccc2c(=O)n(CC3CCCO3)c(=S)[nH]c2c1 (stereo not drawn),i,i,-0.2,i,24,11,-8,-5,i,i,i

# Further entries follow:
SMILES,TRPC4 PAM,TRPC4 block,HIF activator,TRPC4 agonist,SKKanGAS inh,IEC-6 tox,KLF5 inhibitor,aSyn UTR inh,TRPC6 activator,MrgX1 antag,TRPC6 inh
CC1=NN(c2ccccc2)C(=O)C1/C=C1\NC(=S)NC1=O (stereo not drawn),i,i,0.0,i,7,-2,-36,-15,i,i,i
O=C(Cn1cnc([N+](=O)[O-])n1)NC1CC1,i,i,-0.3,i,-8,-3,-45,-23,i,i,i
CC(C)(Cc1nc2ccccc2[nH]1)C(=O)O,i,i,0.4,i,-1,0,-29,-19,i,i,i
Cc1cc(Cl)ccc1NC(=S)NCCN1CCOCC1,i,i,0.4,i,-1,1,3,13,i,i,i
CCNC(=S)NNc1nnc(-c2ccccc2)c(-c2ccccc2)n1,i,i,-1.9,i,1,-10,-22,6,i,i,i
COc1ccc(CN2CCc3c([nH]c4ccccc34)C2)cc1Br,i,i,6.8,i,-1,-2,-31,-22,i,i,i
Cn1c2c(c(=O)n(C)c1=O)C(CC(=O)Nc1ccccc1)C(=O)N2 (stereo not drawn),i,i,-0.5,i,-5,5,-22,6,i,i,i
Cc1cc(C)c(NC(=O)C(C)(C)C)c(Cl)c1,i,i,-0.1,i,-1,8,1,12,i,i,i
C=C1CCC[C@]2(C)C[C@H]3OC(=O)C(CNCCN(C)C)[C@H]3CC12 (stereo partly drawn),i,i,0.6,i,-2,0,-26,-34,i,i,i
COc1ccc(NC(=O)Nc2ccc(C)cc2OC(F)F)cc1OC,i,i,1.1,i,-11,6,-15,-7,i,i,i
Cc1ccc(C(CCN)c2ccco2)cc1 (stereo not drawn),i,i,0.4,i,-6,-2,-2,16,i,i,i
CC(C)C1=CC(=NS(=O)(=O)c2cccc([N+](=O)[O-])c2)C=C(C(C)C)C1=O,i,i,nt,i,3,-2,-4,nt,i,i,i
COc1ccc(NC(=O)c2cc(-c3cc(C)cc(C)c3O)n[nH]2)cc1Cl,i,i,0.3,i,99*,4,1,-23,i,i,i
CC(C)(C)NC(=O)C(c1ccncc1)N(C(=O)C1CSC(=O)C1)c1ccccc1 (stereo not drawn),i,i,-0.2,i,16,-3,24,13,i,i,i
O=c1/c(=C/c2ccccn2)sc2nc3ccccc3n12,nt,nt,2.3,nt,-2,5,-39,-174,nt,i,nt
Cc1ccccc1N(CC(=O)NCc1ccncc1)S(C)(=O)=O,i,i,0.0,i,-2,-5,-16,22,i,i,i
CCc1nnc(NC(=O)CCC(=O)NC2CCCCCCC2)s1,i,i,0.3,i,1,0,-2,11,i,i,i
COc1ccc(C(=O)COC(=O)C2CCN(S(=O)(=O)c3cccc4cccnc34)CC2)cc1,i,i,0.0,i,-1,-5,-22,19,i,i,i
